MsrA inhibitor – bovine MsrA enzyme inhibitors, primary screen, biochemical, absorbance, HTS. purified bovine MsrA, absorbance read-out. hit rate 0.75% among 360,000. inhibition, % at 15.5 µM; in the data active means inhibition above about 4.5%;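 further: 0% = vehicle wells with enzyme and 100% = reference inhibitor wells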
MsrA act – bovine MsrA enzyme activators, primary screen, biochemical, absorbance, HTS. Methionine sulfoxide reductase A (Bos taurus). purified bovine MsrA, absorbance read-out. activation, % at 10.6 µM. hit rate 0.3% among 360,000; in the data active means activation above about 7.5%;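 further: 0% = vehicle and 100% = reference activator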
SKN-1 block – suppressors of acrylamide-induced Pgst-4::GFP reporter in worms, primary screen, SKN-1 inhibitor project, whole organism, uHTS, GFP/RFP fluorescence ratio, strain VP596. hit rate 0.49% among 360,000. C. elegans VP596 Pgst-4::GFP/RFP ratio, 24 h. inhibition, % at 21.8 µM;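 active means interference check ratio from 0.5 to 1.5 plus GFP to RFP signal ratio inhibition reaching or exceeding a fixed threshold, cut at about 30% in these data, passing the limit was not always enough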; further: some compounds called inactive have numbers as strong as hits
eLon inh – inhibitors of E. coli Lon protease, primary screen, biochemical, fluorescence polarization; inhibition, % at 7.94 µM; purified E. coli Lon protease; P0A9M0; AID 602123, 2011; hit rate 0.42% among 360,000; in the data active means inhibition above about 13%, passing the limit was not always enough;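 further: 0% = enzyme with probe and DMSO and 100% = no enzyme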
Target sequence (P0A9M0 whole entry, looked up): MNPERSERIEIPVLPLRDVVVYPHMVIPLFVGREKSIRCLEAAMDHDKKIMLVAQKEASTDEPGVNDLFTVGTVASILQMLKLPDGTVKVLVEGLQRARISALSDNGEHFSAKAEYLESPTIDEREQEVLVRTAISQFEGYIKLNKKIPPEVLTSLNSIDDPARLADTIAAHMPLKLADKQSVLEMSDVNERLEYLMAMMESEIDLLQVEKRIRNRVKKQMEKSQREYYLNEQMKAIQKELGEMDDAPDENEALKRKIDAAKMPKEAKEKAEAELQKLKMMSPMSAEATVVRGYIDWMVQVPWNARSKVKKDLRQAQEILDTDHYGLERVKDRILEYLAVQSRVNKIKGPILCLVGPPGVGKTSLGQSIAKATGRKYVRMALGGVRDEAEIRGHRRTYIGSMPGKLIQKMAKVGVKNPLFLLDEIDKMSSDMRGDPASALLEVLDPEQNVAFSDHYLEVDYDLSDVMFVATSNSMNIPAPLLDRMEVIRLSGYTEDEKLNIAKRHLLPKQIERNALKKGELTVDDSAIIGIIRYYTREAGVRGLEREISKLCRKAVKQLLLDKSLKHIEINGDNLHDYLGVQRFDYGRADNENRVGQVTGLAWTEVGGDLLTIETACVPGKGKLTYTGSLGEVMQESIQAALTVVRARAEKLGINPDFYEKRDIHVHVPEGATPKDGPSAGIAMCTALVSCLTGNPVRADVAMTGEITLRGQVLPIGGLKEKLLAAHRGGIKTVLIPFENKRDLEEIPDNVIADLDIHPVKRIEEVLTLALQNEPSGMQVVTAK
TbMetRS inhib – T. brucei MetRS inhibitors, primary screen, biochemical, luminescence | purified T. brucei MetRS, ATP depletion, Kinase-Glo luminescence | inhibition, % at 11.9 µM | hit rate 0.4% among 360,000 | AID 624268, 2012;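 active means inhibition above a per-plate cutoff of the control wells' mean inhibition plus 3 SD, cut at about 5.5% in these data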;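 further: 0% = DMSO wells median and 100% = median of wells with control inhibitor compound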
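Dosing: 11.9 µM single point; system: parasite MetRS enzyme; technique: luminescence of leftover ATP; times: 15 min enzyme-compound preincubation, 2 h reaction, 10 min detection, 25 °C; replicates: each compound tested once; read-out basis: percent inhibition relative to median high and low control wells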
FAS TE block – FAS thioesterase domain inhibitors, primary screen, biochemical, fluorescence intensity, uHTS | Fatty acid synthase (Homo sapiens), P49327 | recombinant FAS-TE, OMFH fluorogenic substrate, fluorescence endpoint | inhibition, % at 15 µM | hit rate 0.67% among 360,000;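 active means compounds whose normalised, plate-corrected inhibition of enzyme fluorescence in the single-dose primary screen is 50% or more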;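 further: 0% = DMSO with enzyme and 100% = substrate without enzyme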
PABP1 MLLE inh – inhibitors of PABP1 MLLE–PAM2 peptide binding, primary screen, biochemical, fluorescence polarization, FITC-PAM2, GST-MLLE. Polyadenylate-binding protein 1 (Homo sapiens), P11940. inhibition, % at 20 µM. hit rate 0.36% among 360,000; in the data active means inhibition above about 35%, passing the limit was not always enough;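 further: plate controls were DMSO wells with GST-MLLE for no effect and wells lacking GST-MLLE protein for full effect; some results filed as inactive read as strong as hits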
CendR NRP1 mod – modulators of CendR peptide binding to NRP-1, primary screen, biochemical, fluorescence polarization, uHTS. Neuropilin-1 (Homo sapiens), O14786. hit rate 0.85% among 360,000. FAM-RPARPAR peptide binding to NRP-1. inhibition, % at 25 µM. AID 602438, 2012;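 active means inhibition or corrected inhibition above about 18%, plus a signal ratio from 0.5 to 1.5, limit read from the data, passing the limit was not always enough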; further: strong numbers were not always called active
MT1-MMP act inh – blockers of MT1-MMP proenzyme processing, primary screen, HT1080 RFP-PRO-GFP cells, GFP/RFP fluorescence. Matrix metalloproteinase-14 (Homo sapiens), P50281. GFP/RFP ratio fluorescence, overnight; percent of plate control window, DMSO zero. GFP/RFP ratio change, % at 20 µM. hit rate 0.061% among 360,000. AID 651647, 2012;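 active means GFP/RFP ratio change of at least 30% with cell ATP level not reduced by more than half and red fluorescence within 50% of control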; further: strong numbers were not always called active
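Assay system: HT1080 RFP-PRO-GFP cells | Dosing: 20 µM single dose, 1% DMSO | Incubation: Cells overnight before dosing, compound overnight, 37 °C, 5% CO2 | Evaluation: GFP/RFP fluorescence ratio | Control set: DMSO-only wells and HT1080 RFP-L50D-GFP cell wells as references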
Numbers without * were called inactive; . = no result given.

SMILES	MsrA inhibitor	MsrA act	SKN-1 block	eLon inh	TbMetRS inhib	FAS TE block	PABP1 MLLE inh	CendR NRP1 mod	MT1-MMP act inh
CCOC(=O)c1c(NC(=O)c2cccs2)sc2c1CC(C)(C)OC2	-0.8	-1	25	0	-1.1	17	3	-3	8
Cc1ccc(F)c(CNC(=O)C2CCC(=O)N(CCN3CCOCC3)C2)c1F (centres undefined)	0.5	-2	4	1	-0.9	-3	-2	-16	-13
Cc1ccc(-c2nc(CS(=O)(=O)CC(=O)NCc3ccc4c(c3)OCO4)c(C)o2)cc1	-1.1	-1	6	1	0.1	0	15	8	0
O=C(NCC(=O)N1CCN(c2ncccn2)CC1)c1ccc(F)cc1	0.7	-3	13	-12	0.1	-7	2	8	2
Cc1ccccc1NC(=S)NCc1ccc2c(c1)OCO2	-0.2	-4	-7	2	-0.6	-6	-14	4	1
COc1ccccc1-n1c(SCC(N)=O)nc2sc3c(c2c1=O)CCC3	3.0	-3	10	3	1.2	-5	21	2	3
OC(CNCC1CCCO1)COc1ccc(OCC(O)CNCC2CCCO2)cc1 (centres undefined)	.	5	-5	4	-0.1	-8	-2	11	4
CCOC(=O)N1CCN(C(=O)c2cc(OC)c(OC)c(OC)c2)CC1	-0.8	-2	1	-4	-0.7	-4	4	-1	-3
CSc1ncccc1C(=O)OCC(=O)c1ccc[nH]1	-0.7	-3	25	-1	0.3	-2	8	-8	-2
CNCCCOc1cccc(OC(C)C)c1	-0.3	0	-18	7	0.3	-6	0	-9	4
COc1ccc(OC)c(-c2csc(NC(=O)Cc3ccccc3F)n2)c1	0.5	-2	8	13	-1.0	21	-1	8	-6
CNC(=O)COc1coc(CN2CCN(c3ccc(F)cc3)CC2)cc1=O	1.4	1	1	-4	0.3	-9	11	1	-1
CC1=C(C(=O)N2CCOCC2)CC(CC(=O)NCCCN(C)C)C(=O)N1Cc1ccc(F)cc1 (centres undefined)	0.4	-5	1	-11	0.2	-5	18	11	3
Cc1cccc(C)c1NC(=O)c1ccc(CN2CCc3ccccc3C2)cc1	-0.1	1	10	11	-0.4	1	7	11	-1
CCn1ccnc1CN(C)C(=O)c1cc(COc2ccccc2SC)on1	0.7	-4	-15	-10	0.1	-6	2	8	1
COc1ccc2nc(NC(=O)[C@@H]3CCCN3C(=O)c3cccs3)sc2c1	-0.5	-2	2	6	0.1	4	7	-7	-5
COc1ccc(CNC(=O)CC23CC4CC(CC(C4)C2)C3)cc1	0.6	-9	4	-6	-0.8	13	-8	6	2
COc1cccc(CNC(=O)[C@@H]2CCCN2C(=O)[C@H]2CCCCN2C(=O)OC(C)(C)C)c1	1.2	-1	-7	-8	-0.8	-16	.	0	1
CCOC(=O)CNC(=O)c1c(C)nn(C)c1Cl	0.8	-8	-20	-1	-0.3	-2	2	4	3
CC(C)c1ccc(Cc2nnc(NCCCO)[nH]c2=O)cc1	.	-1	16	-13	-0.5	-4	3	3	1
COCCCn1c(=O)/c(=C\c2ccccc2OC(F)F)s/c1=C(/C#N)C(=O)NCCOC	0.0	-2	-8	6	-0.1	-2	-55	-77	-32
CC(=O)Nc1ccc(C(=O)OCC(=O)NCc2ccccc2)cc1	0.3	-2	6	4	-0.5	-3	-46	1	-2
C/C(=N/Nc1ccc(Cl)cc1)c1cnnc(-c2ccccc2)n1	-0.1	-8	2	2	0.2	-4	-5	6	1
CN(CC(O)COc1ccc(S(=O)(=O)N2CCOCC2)cc1Cl)C1CCCCC1 (centres undefined)	-0.7	-3	0	1	-0.8	-2	-12	-16	-6
Cc1ccc2c(c1)N(CC(=O)N1CCCC1)C(=O)CO2	1.6	-3	-13	-1	-1.6	-2	-7	2	-2
Cc1cc2oc(=O)sc2cc1NS(=O)(=O)c1cccc2cccnc12	-0.6	2	4	9	0.1	9	11	-5	2
COC(=O)c1ccc(NS(=O)(=O)c2cc(-c3cc(C)no3)ccc2OC)cc1	-0.2	-3	12	6	-0.1	6	-6	-15	-6
COc1ccc(N2CC(C(=O)Nc3ccc(S(=O)(=O)N4CCCCC4)cc3)CC2=O)cc1 (centres undefined)	0.8	-6	-11	1	-0.6	4	-67	14	1
CCC(=O)c1ccc(OCC(=O)OC(C)C(=O)Nc2c(C)n(C)n(-c3ccccc3)c2=O)cc1 (centres undefined)	0.0	-2	3	-8	0.0	-5	-46	3	1
COc1ccc2c(c1)Cc1cc(NC(=O)c3ccccc3-c3ccccc3C(=O)O)ccc1-2	2.5	-6	-12	13	0.1	-2	9	12	0

One compound at a time, as listed above:
CSc1ncccc1C(=O)OCC(=O)c1ccc[nH]1 as listed: MsrA inhibitor = -0.7; MsrA act = -3; SKN-1 block = 25; eLon inh = -1; TbMetRS inhib = 0.3; FAS TE block = -2; PABP1 MLLE inh = 8; CendR NRP1 mod = -8; MT1-MMP act inh = -2
CCOC(=O)N1CCN(C(=O)c2cc(OC)c(OC)c(OC)c2)CC1 as listed: MsrA inhibitor = -0.8; MsrA act = -2; SKN-1 block = 1; eLon inh = -4; TbMetRS inhib = -0.7; FAS TE block = -4; PABP1 MLLE inh = 4; CendR NRP1 mod = -1; MT1-MMP act inh = -3
COc1ccc(OC)c(-c2csc(NC(=O)Cc3ccccc3F)n2)c1 as listed: MsrA inhibitor = 0.5; MsrA act = -2; SKN-1 block = 8; eLon inh = 13; TbMetRS inhib = -1.0; FAS TE block = 21; PABP1 MLLE inh = -1; CendR NRP1 mod = 8; MT1-MMP act inh = -6

Remaining list, next part:
SMILES	MsrA inhibitor	MsrA act	SKN-1 block	eLon inh	TbMetRS inhib	FAS TE block	PABP1 MLLE inh	CendR NRP1 mod	MT1-MMP act inh
Cc1ccc(C(=O)NNC(=O)CCn2nnc3ccccc32)cc1	0.3	-2	-4	-13	-0.6	-1	-3	-3	-2
O=C(O)/C(=C\c1cn(-c2ccccc2)nc1-c1ccc(Cl)cc1)NC(=O)c1ccccc1	0.4	-2	4	5	0.3	13	9	-1	-10
CC1CCc2c(sc3ncnc(N4CCOCC4)c23)C1 (centres undefined)	-0.5	-8	-18	-5	-1.2	-4	-1	-5	-13
CCC(C(=O)Nc1c(C)cc(C)cc1C)N1CCCCCC1 (centres undefined)	0.1	-2	3	2	-0.3	-4	12	17	0
CN(C)S(=O)(=O)c1cccc(NC(=O)COC(=O)CCC(=O)c2ccc(F)cc2)c1	-0.4	-11	3	-9	-0.9	-2	3	-9	-1
CCOC(=O)c1cccc(NC(=O)/C=C/c2cccc([N+](=O)[O-])c2)c1	-0.3	0	10	-3	-0.4	0	2	8	0
CCc1ccc(CCC(=O)N2CCN(S(=O)(=O)c3ccc(Br)cc3)CC2)cc1	-0.6	-3	19	-9	2.0	28	-4	2	-4
Cc1ccc2c(c1)N(CC(=O)NCCCN1C(C)CCCC1C)C(=O)c1cccnc1O2 (centres undefined)	-0.5	0	11	5	0.4	-2	-7	-11	1
O=C(NCC(c1ccco1)N1CCN(c2ccccc2F)CC1)C1CCCCC1 (centres undefined)	-0.2	1	-18	-6	-0.4	2	-7	-1	0
CCCNC(=O)NC(C)C12CC3CC(CC(C3)C1)C2 (centres undefined)	1.8	-2	7	-9	-0.2	-1	-3	4	7
COc1ccc(C(=O)Nc2cccc(/C(C)=N/NC(=O)c3ccc([N+](=O)[O-])c(C)c3)c2)cc1OC	0.7	-4	15	-3	-0.1	8	-9	9	-1
O=C(Cc1ccccc1)Nc1cc(C(=O)c2ccccc2)ccc1N1CCOCC1	1.2	-2	6	-2	-0.7	12	-2	-7	0
CCOC(=O)N1CCC(NC(=O)C2CCC(Cn3c(=O)[nH]c4ccccc4c3=O)CC2)CC1 (centres undefined)	0.7	-1	-5	-6	-0.7	-10	-8	14	4
CC(C)(OC(=O)NC(=O)C(F)(F)F)C(C)(C)OC(=O)NC(=O)C(F)(F)F	-0.9	-6	-4	-4	-0.7	-8	-7	-4	7
O=C(CCC(=O)Nc1ccccc1)NNC(=O)CCc1ccccc1	-0.9	-4	-3	-4	-0.3	-9	17	-3	1
Cc1ncc([N+](=O)[O-])n1Cc1cccc2ccccc12	-0.9	-5	13	2	-0.4	-4	-2	2	4
O=C(O)c1ccc2c(c1)nnn2C1CCCCC1	0.2	-10	-7	-3	-0.9	-13	-11	0	0
C[C@H](CO)N1C[C@H](C)[C@@H](CN(C)C(=O)Nc2ccc(C(F)(F)F)cc2)Oc2ccc(NC(=O)NC3CCCCC3)cc2C1=O	0.1	-2	-1	-6	-0.9	4	-11	-1	-2
Cn1cc([N+](=O)[O-])c(C(=O)N/N=C/c2ccc([N+](=O)[O-])cc2)n1	2.6	-1	2	4	-0.4	3	4	-4	0
CCCCc1c(C)nc2ccccc2c1SCCC(=O)O	1.1	-2	-3	0	0.1	0	-2	-4	-1
O=C(O)C1CCN1C1CCCCC1 (centres undefined)	0.8	-7	5	-3	-1.2	-5	1	10	-1
O=C(c1cccc(S(=O)(=O)N2CCOCC2)c1)N1CCN(c2ccc(F)cc2)CC1	1.2	-1	-1	-5	0.4	-2	10	-5	0
O=C(CN1CCOCC1)Nc1ccccc1C(=O)O	-0.8	-3	-3	-3	-0.3	-11	-1	-6	3
CCCOc1ccc(N2C(=O)C3C(C(C)C)NC4(C(=O)c5ccccc5C4=O)C3C2=O)cc1 (centres undefined)	-0.3	0	-1	-5	-0.6	-2	13	-11	-10
CC(C)(C)C(=O)OC/C(N)=N/OC(=O)c1ccc(Cl)cc1	-0.9	1	-3	-1	-0.6	-2	5	-11	12
COC(=O)c1ccc(CSc2nnnn2C)o1	1.6	-2	2	-5	0.3	-8	-3	-2	12
CC(=O)c1cccc(N(C(=O)c2csnn2)C(C(=O)NC2CCCC2)c2ccccc2)c1 (centres undefined)	-0.6	-4	-5	6	-0.1	-2	7	6	1
O=C(COC(=O)c1cnccn1)Nc1cccc(F)c1	-0.2	-1	-7	-11	-0.2	-9	-11	-10	1
O=S(=O)(c1cc(Cl)ccc1Br)N1CCCCC1	-0.8	-3	10	0	0.0	11	-1	7	-3
Cc1ccc(C)c(NS(=O)(=O)c2ccc(-n3cccn3)cc2)c1	-0.7	-7	7	-16	-0.1	-2	9	-7	2
COc1ccccc1-n1c([S-])c(C(=O)Nc2ccccc2C(F)(F)F)[n+]2ccc(C(=O)NCCO)cc12	1.0	-5	8	-9	-0.4	2	-156	-13	-6
CCOC(=O)Cc1nnc(Nc2cc(C)ccc2C)c2ccccc12	2.3	-3	4	-2	0.0	-6	-6	-7	3
COc1ccc(NS(=O)(=O)c2ccc(C(=O)N3CCN(Cc4ccccc4)CC3)cc2)cc1	0.2	-4	-5	-1	0.1	2	-6	2	1
Cn1cnc([N+](=O)[O-])c1Sc1ccc(C(C)(C)C)cc1	1.6	-2	-8	-5	0.5	-139	4	-14	-8
CN(C)c1nc(N)c([N+](=O)[O-])c(NCc2ccccc2)n1	2.2	-4	12	4	0.9	2	-4	6	9
Nc1nc(-c2ccccc2)nc(-c2ccccc2O)n1	0.8	1	8	-9	-0.2	24	-9	-3	-2

High-throughput results (PubChem BioAssay)
